Bioassay records deposited in PubChem by NCI.
All columns: NCI-60 one-dose screen, growth in % after 48 h at 10 µM unless noted; 100 = growth as untreated, 0 = no growth, -100 = all killed.
HOP-92 = HOP-92 NSCLC cells | 6.3% of 71,000 active
CCRF-CEM = CCRF-CEM leukemia. AID 1794778. 7% of 77,000 active
RPMI-8226 = RPMI-8226 leukemia cells | 7.5% of 77,000 active | AID 1794781
MDA-MB-435 = MDA-MB-435 melanoma. AID 1794794. 7.8% of 82,000 active
HOP-62 = HOP-62 NSCLC | 3.9% of 80,000 active | AID 1794735
K-562 = K-562 leukemia; 7.4% of 78,000 active
SR = SR leukemia cells; 8.7% of 73,000 active
MOLT-4 = MOLT-4 leukemia cells | 6.9% of 80,000 active
Starred values were filed as active, the others as inactive; · = not tested or not shown. Rule for the calls: active = growth percent below 10; inactive = the rest.

SMILES	HOP-92	CCRF-CEM	RPMI-8226	MDA-MB-435	HOP-62	K-562	SR	MOLT-4
O=C1C=C(c2ccccc2)CO1	·	96	98	101	110	100	96	102
COc1cc(C2CC(c3ccc4c(c3)OCO4)=NN2c2ccccc2)cc(OC)c1OC (stereo not given)	84	81	76	31	104	49	72	82
CCN1CCN(C(=S)SCc2cc(=O)oc3ccc(C)cc23)CC1	95	95	92	99	95	83	105	96
COc1ccc(-n2ncc3c2CCc2cc(S(=O)(=O)c4ccccc4)c(=O)[nH]c2-3)cc1	88	98	104	100	101	94	95	97
Cc1ccc(C(=O)Nc2ccc(CN3CCN(C)CC3)c(C(F)(F)F)c2)cc1C#Cc1cnc(N)c2ccc(C#N)cc12	14	7.7*	20	11	43	-26*	·	-8.2*
CCCC1(c2ccccc2)NC(=O)NC1=O (stereo not given)	78	100	101	113	102	135	126	123
CC(C)(C)c1[nH]nc2c1C(c1cc3ccccc3[nH]c1=O)Nc1cc(C(=O)OCc3ccccc3)ccc1N2 (stereo not given)	88	38	54	40	65	17	39	18
COC(=O)[C@]12CCC(C)(C)C[C@H]1[C@H]1C(=O)C[C@@H]3[C@@]4(C)c5c([nH]c6ccccc6c5=O)C(C)(C)[C@@H]4CC[C@@]3(C)[C@]1(C)CC2	86	60	35	57	85	19	·	43
CCN(CC)c1ccc(C=O)c(OCc2cn(CC(=O)Nc3ccc(F)cc3F)nn2)c1	125	94	113	102	116	86	90	95
CCOC(C=O)OCC	96	99	99	102	99	106	90	85
S=C(S)NNc1ccccc1	84	·	91	105	86	100	89	94
CC[n+]1ccc2c(c1)C(=O)c1nccc3c1c-2nc1ccccc13	-12*	0.6*	66	4.3*	-28*	20	5.8*	-30*
O=C(CSc1nc2ccccc2c(=O)n1-c1ccc(S(=O)(=O)Nc2ccc(Cl)nn2)cc1)NCCc1ccccc1	88	86	89	101	93	89	79	80
C=CCNC(=O)c1ccc(OC)cc1	·	98	92	109	109	105	110	102
O=c1nc2s/c(=C\c3ccc(Br)cc3)c(=O)n2c2nc(-c3ccccc3)c(-c3ccccc3)nc12	76	107	109	93	96	94	97	102
O=C(c1cc(-c2ccc(F)cc2)c2sc(=O)[nH]c2n1)N1CCOCC1	100	82	96	116	84	101	89	91
COc1ccc(-c2cs/c(=N\N=C\c3cccc(F)c3)n2C)cc1	85	82	64	92	88	66	45	86
CCC(O)(C(C)C)C(C)C	86	97	97	112	107	103	103	106
COc1ccc(CNCCN2C(=O)c3ccc4c5c(ccc(c35)C2=O)C(=O)N(CCNCc2ccc(OC)cc2)C4=O)cc1	-47*	-16*	-35*	-71*	-34*	-38*	-29*	-36*
O=c1c2ccccc2nc(SCc2ccc(Cl)cc2)n1CCc1ccccn1	67	63	34	65	105	56	52	36
Cc1cccc(N(CCO)CCC#N)c1	92	96	106	102	103	98	91	85
COc1cc(C=NC2CCCCC2)ccc1O	99	78	87	100	103	102	88	77
O=C1Nc2ccc([N+](=O)[O-])cc2C1=Nc1ccc(O)cc1	·	87	87	106	104	91	98	101
O=C1NC(=O)C(=Cc2cn(Cc3cn(Cc4ccc(Cl)cc4Cl)nn3)c3ccccc23)C(=O)N1	93	76	83	95	94	76	·	85
O=S1(=O)CC(O)C1	·	96	102	104	113	103	108	108
C=CCSc1nc2ccccc2cc1/C=C1/SC(=O)NC1=S	102	106	103	104	96	99	101	101
C[C@H]1N=C(c2ccc(Br)cc2)Nc2nc3ccccn3c2C1=O	67	97	91	95	70	85	78	80
COc1ccc2nc(NC(=O)c3cc(-c4ccc(Cl)cc4)n4nc(-c5ccccc5)cc4n3)sc2c1	85	84	93	111	99	101	106	95
CC(C)(C)[Si](C)(C)OCC1OC(n2cnc3c(=O)[nH]cnc32)CC1O (stereo not given)	85	99	102	98	97	99	101	105
CC(=O)OC[C@@]1(C)C2CC[C@]3(C)C(CC=C4C5CC(C)(C)CC[C@]5(C(=O)Nc5ccc(C)cc5)CC[C@]43C)[C@@]2(C)C[C@@H](OC(C)=O)[C@@H]1OC(C)=O (stereo not given in full)	56	33	14	49	44	22	31	34
Nc1[nH]cnc(=S)c1N	97	92	94	126	98	126	97	96
N#Cc1ccc(Nc2nc(N)n(C(=O)c3cccc(C(F)(F)F)c3)n2)cc1	89	102	103	107	113	100	97	99
C#CCOc1ccc(C2=NN(CC3CC3)C3N=C(Cl)c4ncn(CC5CC5)c4N23)cc1OCC#C (stereo not given)	62	64	74	81	84	49	66	61
CCOC(=O)c1c(C)nc2c(c1N)CC(=O)N2c1ccccc1	85	109	104	108	95	108	112	125
CCCCCCCCCCCCCCCC(=O)Nc1cccc2ccccc12	96	102	101	101	98	103	·	·
C#C[C@@]1(O)[C@@H](CO)O[C@@H](n2cc(Cl)c3c(N)ccnc32)[C@@H]1O	48	58	40	76	120	43	69	46
CCSc1nc(-c2cccs2)n2nc(-c3cccs3)cc2n1	87	104	78	100	95	90	100	115
Cc1cc(N(C)C)nc(SCc2ccc(Cl)cc2Cl)n1	89	90	90	103	92	80	87	90
CCCCCCOS(=O)(=O)c1ccc(C)cc1	109	85	90	103	87	100	91	99
N#C/C(=C\c1ccc(Br)cc1)n1nnc2ccc(F)cc21	37	-10*	-35*	-34*	31	3.5*	-12*	-20*
CCOC(=O)c1c(Nc2ccc(S(=O)(=O)N=C(N)N)cc2)nnc(-c2ccccc2)c1-c1ccccc1	72	83	84	113	100	·	78	92
Cc1ccc(C(=O)CC(=O)C(F)(F)C(F)(F)C(F)(F)F)s1	·	103	102	99	97	·	99	109
C#CC(=O)Nc1ccc2c(c1)C(O)(CC#N)C(=O)N2 (stereo not given)	103	99	103	100	101	93	97	89
CCC(C(=O)O)=C1CCCCC1	109	96	105	122	106	111	124	120
CCCCCOC(=O)c1ccc(NC(=O)CNCCC)cc1	41	76	79	110	89	90	88	85
Cn1c(SCC(=O)Nc2ccc(S(=O)(=O)Nc3ccc(Cl)nn3)cc2)nc2ccccc2c1=O	83	97	94	100	98	99	98	104
COc1cc(C2CC(c3ccc(Cl)cc3)=NN2C=O)ccc1Oc1nc2c(c(=O)n(C)c(=O)n2C)n1C (stereo not given)	·	81	77	86	96	88	87	67
Oc1c(CNC2CCCCC2)cc(CNC2CCCCC2)cc1CNC1CCCCC1	·	84	93	107	95	87	120	108
CN1CCN(c2nc(Cl)nc3c2ncn3CCCNc2ccnc3cc(Cl)ccc23)CC1	91	103	100	97	88	75	83	81
N#Cc1c(-c2ccc(Cl)cc2)nc(SCC(=O)Nc2nc(-c3ccccc3)cs2)[nH]c1=O	78	96	90	107	88	89	·	81
COc1ccccc1NC(=O)Oc1c(Cl)c(Cl)c(Cl)c(Cl)c1Cl	81	101	99	105	80	97	100	91
CCOC(=O)Cc1ccc([N+](=O)[O-])cc1	86	103	·	96	106	102	105	113
CCCC(O)(CCC)CC(C)(C)C	95	100	100	106	102	99	92	109
CCCCCCCCCCCCCCCCCCOc1cccc(CCOP(=O)(O)OCC[N+](C)(C)C)c1	73	·	87	94	72	116	59	104
N#Cc1ccccc1NC(=O)c1cc(-c2ccc(F)cc2F)ccc1O	41	80	58	93	55	92	·	95
CCC(=O)Nc1ccc(-c2nc(-c3cccc(OC)c3)c(-c3ccnc(Br)c3)[nH]2)cc1	61	37	·	·	75	24	25	45
Cc1ccc(/C=C2\SC(=S)N(c3ccc(F)cc3)C2=O)o1	88	89	86	77	83	78	·	79
CCCC(C)NCCNc1cc(OC)cc2cccnc12 (stereo not given)	119	29	76	109	96	100	94	·
CCN(CC)CCCC(C)Nc1ccccc1[N+](=O)[O-] (stereo not given)	101	100	106	114	105	97	99	94
Fc1ccc(N/N=C/c2ccc(-n3cccn3)cc2)cc1	105	90	98	95	82	93	64	89

Brought forward from above: 2 compounds, then new ones.
SMILES	HOP-92	CCRF-CEM	RPMI-8226	MDA-MB-435	HOP-62	K-562	SR	MOLT-4
CCN(CC)CCCC(C)Nc1ccccc1[N+](=O)[O-] (stereo not given)	101	100	106	114	105	97	99	94
Fc1ccc(N/N=C/c2ccc(-n3cccn3)cc2)cc1	105	90	98	95	82	93	64	89
COc1cc(Nc2ncnc(Nc3ccc4c(n3)NC(=O)C(C)(C)O4)n2)cc(OC)c1OC	·	25	21	17	14	35	9.2*	34
O=C(N=Nc1c(O)[nH]c2ccccc12)Nc1ccccc1	110	99	·	98	·	108	81	95
COc1cccc(O)c1CN1CCC2(CCCN(Cc3ccc(F)cc3)C2)C1 (stereo not given)	85	58	42	98	108	66	64	59
COc1cc2nc3cc([N+](=O)[O-])ccc3c(NCCCNCCO)c2cc1OC	-46*	0.1*	-1.8*	-100*	-61*	-19*	-12*	2.6*
CC(=O)Nc1cc(F)c2c(c1F)Cc1cc(F)ccc1-2	88	75	75	99	84	100	81	69
COc1cc(C(=O)C(=O)c2cc(OC)c(O)c(OC)c2)cc(OC)c1O	92	88	91	103	93	122	103	108
CCOC(=O)c1[nH]n(-c2ccccc2)c(=O)c1/C=N/C(=S)Nc1ccccc1	68	93	94	106	101	101	80	98
COc1cc(C(=O)NNC(=O)c2ccc(NC(=O)CC#N)cc2)cc(OC)c1OC	92	93	102	107	96	99	27	94
O=[N+]([O-])c1cccc([I+]c2ccccc2)c1	94	16	28	73	-27*	27	17	13
Nc1cc(Cl)c(Cl)cc1S(=O)(=O)O	99	97	93	107	86	111	85	75
C=CCOc1ccc(C2CCCCC2)cc1	99	99	102	95	98	109	102	113
Cc1cc(O)ccc1SC#N	90	101	103	103	93	99	102	102
O=C1c2ccccc2C(=O)c2cc(Cl)ccc21	90	101	105	107	91	108	110	105
O=C1C(O)CCN1C1CCCCC1 (stereo not given)	84	90	94	103	101	129	125	122

17 structures from above, arranged by formula weight, high to low:
SMILES	HOP-92	CCRF-CEM	RPMI-8226	MDA-MB-435	HOP-62	K-562	SR	MOLT-4
CCC(=O)Nc1ccc(-c2nc(-c3cccc(OC)c3)c(-c3ccnc(Br)c3)[nH]2)cc1	61	37	·	·	75	24	25	45
COc1cc(C(=O)NNC(=O)c2ccc(NC(=O)CC#N)cc2)cc(OC)c1OC	92	93	102	107	96	99	27	94
COc1cc2nc3cc([N+](=O)[O-])ccc3c(NCCCNCCO)c2cc1OC	-46*	0.1*	-1.8*	-100*	-61*	-19*	-12*	2.6*
CCOC(=O)c1[nH]n(-c2ccccc2)c(=O)c1/C=N/C(=S)Nc1ccccc1	68	93	94	106	101	101	80	98
COc1cccc(O)c1CN1CCC2(CCCN(Cc3ccc(F)cc3)C2)C1 (stereo not given)	85	58	42	98	108	66	64	59
COc1cc(C(=O)C(=O)c2cc(OC)c(O)c(OC)c2)cc(OC)c1O	92	88	91	103	93	122	103	108
N#Cc1ccccc1NC(=O)c1cc(-c2ccc(F)cc2F)ccc1O	41	80	58	93	55	92	·	95
O=[N+]([O-])c1cccc([I+]c2ccccc2)c1	94	16	28	73	-27*	27	17	13
Cc1ccc(/C=C2\SC(=S)N(c3ccc(F)cc3)C2=O)o1	88	89	86	77	83	78	·	79
Fc1ccc(N/N=C/c2ccc(-n3cccn3)cc2)cc1	105	90	98	95	82	93	64	89
CCN(CC)CCCC(C)Nc1ccccc1[N+](=O)[O-] (stereo not given)	101	100	106	114	105	97	99	94
CC(=O)Nc1cc(F)c2c(c1F)Cc1cc(F)ccc1-2	88	75	75	99	84	100	81	69
O=C1c2ccccc2C(=O)c2cc(Cl)ccc21	90	101	105	107	91	108	110	105
Nc1cc(Cl)c(Cl)cc1S(=O)(=O)O	99	97	93	107	86	111	85	75
C=CCOc1ccc(C2CCCCC2)cc1	99	99	102	95	98	109	102	113
O=C1C(O)CCN1C1CCCCC1 (stereo not given)	84	90	94	103	101	129	125	122
Cc1cc(O)ccc1SC#N	90	101	103	103	93	99	102	102
